# From PubChem BioAssay
# D3 antag = qHTS of D3 Dopamine Receptor Antagonist: qHTS | D(3) dopamine receptor (Homo sapiens), P35462 | max response, negative = inhibition, % | D3R cells, DiscoveRx beta-arrestin luminescence, antagonist mode; hits give low values | AID 652054, 2013 | 360,000 compounds, 2.5% hits; in the data active = max response below about -50%; inconclusive = no clear call, values can overlap the other calls; also: % is scaled to controls: 0 for no effect and ±100 for the full control effect; mostly tested at two doses, the higher about 12 µM
# Target sequence (P35462 whole entry, looked up): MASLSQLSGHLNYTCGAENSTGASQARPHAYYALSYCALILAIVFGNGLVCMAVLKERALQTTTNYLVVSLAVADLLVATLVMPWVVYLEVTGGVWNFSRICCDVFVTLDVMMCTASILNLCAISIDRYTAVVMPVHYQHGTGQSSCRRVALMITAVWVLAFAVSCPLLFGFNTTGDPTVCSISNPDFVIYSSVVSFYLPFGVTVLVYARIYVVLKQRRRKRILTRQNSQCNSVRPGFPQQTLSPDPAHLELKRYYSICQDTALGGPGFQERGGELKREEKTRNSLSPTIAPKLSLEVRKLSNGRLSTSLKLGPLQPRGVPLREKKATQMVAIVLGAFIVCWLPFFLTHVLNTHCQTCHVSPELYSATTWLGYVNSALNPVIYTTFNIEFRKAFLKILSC
#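 Cells expressing the human receptor were seeded at 1500 cells/well, incubated overnight at 37 degrees C in 5% CO2, then exposed to library compounds with dopamine controls for 90 minutes at 37 degrees C before luminescent detection.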
# GLP1R ag = qHTS of GLP-1 Receptor Agonists; Glucagon-like peptide 1 receptor (Homo sapiens), P43220; HEK293 GLP-1R CRE-luciferase, luminescence, 4-6 h; cells express a hypersensitive GLP-1R form; Potency, µM (highest dose often 45.6 µM), for the others: top-dose activation, usual class: activators; 380,000 compounds, 0.007% hits; also: potency is read from the fitted curve at half-maximal effect; % of control where 0% means no effect
# Target sequence (P43220 whole entry, looked up): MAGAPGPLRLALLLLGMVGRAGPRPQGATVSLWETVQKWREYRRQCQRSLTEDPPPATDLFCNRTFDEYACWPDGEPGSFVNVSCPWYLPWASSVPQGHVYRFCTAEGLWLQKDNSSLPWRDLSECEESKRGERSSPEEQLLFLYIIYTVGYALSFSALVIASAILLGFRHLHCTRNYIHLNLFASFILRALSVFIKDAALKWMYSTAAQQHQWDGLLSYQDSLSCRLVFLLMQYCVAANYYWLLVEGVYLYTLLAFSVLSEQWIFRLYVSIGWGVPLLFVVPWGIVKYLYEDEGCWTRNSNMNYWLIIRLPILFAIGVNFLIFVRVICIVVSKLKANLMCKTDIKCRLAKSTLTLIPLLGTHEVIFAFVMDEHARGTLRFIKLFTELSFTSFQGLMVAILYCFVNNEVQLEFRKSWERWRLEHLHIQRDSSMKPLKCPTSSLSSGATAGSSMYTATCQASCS
# TDP-43 yeast inh = qHTS of TDP-43 Inhibitors; TDP-43 expressing yeast growth rescue, BacTiter-Glo, 24 h; Potency, µM (highest dose often 46.1 µM), inactives show at the top dose growth rescue (activation), usual class: activators; 410,000 compounds, 1.8% hits; AID 652104, 2013; also: potency is read from the fitted curve at half-maximal effect; % of control where 0% means no effect; nearly all actives have a fitted effect of over 50% in size
#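 Luminescence from BacTiter-Glo reports growth of TDP-43-expressing yeast after 24 hr at 30 deg C with compound. Cells were raffinose-pregrown to mid-log, then seeded in galactose medium at OD600=0.02.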
# PTHR1 agonist = qHTS for PTHR1 Agonists: Primary Screen | 410,000 compounds, 0.075% hits | Parathyroid hormone/parathyroid hormone-related peptide receptor (Homo sapiens), Q03431 | Potency, µM (series often up to 115 µM), without a hit: at the top dose activation, hits mostly activators | HEK293 GP2 PTHR1 cells, GloSensor cAMP luminescence, 1 h | AID 743266, 2014; also: potency is read from the fitted curve at half-maximal effect; nearly all actives have a fitted effect of over 55% in size; some results filed as inactive show a strong effect at the top dose; inactives centre near -15; many of its hits are not listed in these tables
#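 HEK-293-derived GP2 cells expressing PTHR1 and a GloSensor cAMP reporter, 3,000/well, plated overnight, given luciferin plus IBMX (each 0.5 mM as added) for 1 h at 37 °C, then compound for 1 h at 37 °C. Luminescence was read after 15 min at room temperature.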
# Akt phos inh = HTS Assay for Inhibitors of Akt Phophorylation: Primary Screen | Neuro2A IGF-stimulated pAkt S473 HTRF, 20 min; hits give low values | activity change, % for hits at 50 µM | 360,000 compounds, 0.32% hits | AID 651550, 2012; in the data active = activity change below about -80%; inconclusive = mostly about -51% to -80%; also: % is scaled to controls: 0 for no effect and ±100 for the full control effect
#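 Neuro2A cells in DMEM with 0.5% FBS, overnight at 37 deg C, given compound at single 50 µM final, then IGF (6 nM final) for 20 min at 37 deg C. Lysed; phospho-Akt Ser473 by HTRF after 24 h, 665/615 ratio.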
# FUS suppressor = qHTS for Suppressors of FUS Proteinopathy: Primary screen using FUS-linked yeast assay | S. cerevisiae FUS-expressing, growth rescue, OD600, 24 h | Potency, µM (series often up to 76.6 µM), without a hit: at the top dose growth rescue (activation), usual class: activators | 390,000 compounds, 0.24% hits | AID 1347120, 2019;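 also: potency is read from the fitted curve at half-maximal effect; plate controls were DMSO vehicle for no effect and reference control for full effect; nearly all actives have a fitted effect of over 55% in size; some results filed as inactive show a strong effect at the top dose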
#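 Toxicity suppression screen in FUS-yeast. Cells induced with 2% galactose, starting OD 0.005, treated 24hr at 30C with compounds at multiple final concentrations; growth by OD600.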
# Abeta yeast res = qHTS for compounds that reverse cellular toxicity of Amyloid beta (A-beta) peptide in yeast: Primary Screen | yeast expressing A-beta42, growth rescue, OD600, 48 h; response scale: 0% DMSO, 100% iron-clioquinol control | Potency, µM (highest dose often 46.1 µM), for the others: top-dose growth rescue, hits mostly activators | 410,000 compounds, 0.063% hits | AID 1347071, 2019; also: potency is read from the fitted curve at half-maximal effect; nearly all actives have a fitted effect of over 55% in size
#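 Growth rescue measured by 600 nm absorbance after 48 h yeast culture at 30 C with compound. Values normalized between DMSO and an equimolar ferric chloride plus clioquinol control.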
# GLP-1R inv ag = qHTS of GLP-1 Receptor Inverse Agonists (Inhibition Mode) | Glucagon-like peptide 1 receptor (Homo sapiens), P43220 | HEK293 GLP-1R CRE-luciferase, luminescence, 24 h; GLP-1R form is constitutively active | Potency, µM (series often up to 38.3 µM), without a hit: at the top dose activity change, negative = inhibition, actives largely listed as inhibitors | 410,000 compounds, 1.6% hits | AID 624417, 2012; also: potency is read from the fitted curve at half-maximal effect; % is scaled to controls: 0 for no effect and ±100 for the full control effect; nearly all actives have a fitted effect of over 55% in size
#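 HEK293 cells stably co-expressing constitutively active GLP-1R and a cAMP-responsive luciferase reporter were seeded in DMEM with 10% Nu serum, given compounds after 12 h, and incubated 24 h at 37 deg C. Luminescence was then read.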
# aSyn yeast inh = qHTS of alpha-syn Inhibitors; Yeast expressing alpha-synuclein, growth rescue, BacTiter-Glo, 24 h; 370,000 compounds, 0.14% hits; Potency, µM (top dose mostly 46.1 µM), for inactives: at the top dose growth rescue (activation), hits mostly activators; also: potency is read from the fitted curve at half-maximal effect; % of control where 0% means no effect; nearly all actives have a fitted effect of over 65% in size
#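 Rescue of yeast growth: cells expressing toxic alpha-synuclein, induced in galactose at OD600 0.02, incubated with compound 24 h at 30 C. ATP luminescence quantified growth; inhibitors of toxicity appear as activators.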
# Numbers without * were called inactive; i = inactive; ? = inconclusive; . = not tested or not shown; [ ] = remark or other dose. Unless noted, calls follow the shape of the dose curve; as a rule, active = well fitted curve in the direction sought with a large enough effect; inconclusive = small, poorly fitted or top-dose-only effect, or another doubt; inactive = no such curve, though single readings can be large; an effect the other way counts as inactive or inconclusive.
smiles	FUS suppressor	aSyn yeast inh	Akt phos inh	Abeta yeast res	GLP-1R inv ag	TDP-43 yeast inh	GLP1R ag	PTHR1 agonist	D3 antag
O=C(NCc1cccs1)c1csc2c1CCCCC2	-9.5%	1.0%	i	-11.9%	?	-7.3%	4.2%	-3.1%[57.5 µM]	-20.2
CCNc1nc(C)c2cc(Br)c(=O)n(CC)c2n1	-3.5%	2.2%	-103.6%*	-4.4%	0.0%	?	23.6%	-5.4%[57.5 µM]	44.0
Cc1cc(C)nc(N2CCCC(C(=O)NNC(=O)c3ccncc3)C2)n1 (configuration not stated)	5.0%	-1.1%	i	-1.0%	3.5%	5.6%	0.9%	i	10.5
O=C(Nc1ccc2nc3n(c(=O)c2c1)CCCCC3)C(=O)N1CCN(c2ccccc2)CC1	2.0%	-2.4%	i	4.6%	3.7%	15.4%	5.2%	-24.4%	12.9
COc1ccc(CNC(=O)CCCc2cn(C)c3ccccc23)c(OC)c1	8.9%	.	.	9.1%	?	16.9%	.	10.7%	.
Cc1cc(-n2c(C)cc(C(=O)CN3C(=O)NC4(CCCCC4C)C3=O)c2C)no1 (configuration not stated)	20.2%	3.9%	i	7.5%	2.7%	-27.7%	2.6%	i	11.1
O=C(CC1CCCCC1)Nc1ncn[nH]1	-9.5%	2.6%	i	-2.6%	5.9%	7.6%	-0.2%	i	20.2
COc1ccccc1OC(C)C(=O)Nc1nc(-c2ccc(S(=O)(=O)N3CCOCC3)cc2)cs1 (configuration not stated)	.	3.1%	i	-11.7%	48.1%[activator]	7.2%	9.7%	i	11.4
C[C@H](CO)N1C[C@H](C)[C@@H](CN(C)C(=O)c2cnccn2)Oc2cc(C#CCC3CCCC3)ccc2S1(=O)=O	?	0.9%	i	1.6%	-1.6%	?	-4.5%	-26.0%	-61.5*
CSc1ncc(OCc2ccccc2)c(=O)[nH]1	-0.1%	-6.7%	i	-0.8%	1.8%	-6.0%	-6.4%	i	2.5
S=c1[nH]nc(CCc2ccc(Cl)cc2)o1	0.4%	12.7%	i	-50.1%[inhibitor]	12.1%	-18.1%[0.397 µM]	-1.8%	-24.9%	-18.4
CCCCSc1nnc2c(n1)OC(c1ccc(Br)s1)N(C(C)=O)c1ccccc1-2 (configuration not stated)	43.7%	.	.	1.3%	?	0.0%	.	-41.6%	.
COc1ccc(N2CCN(C(=O)CSc3ccc(C)cc3)CC2)cc1	6.9%	2.6%	i	-11.2%	13.9%	7.1%	4.0%	-19.4%	-9.3
CC(C)Oc1ccc(-c2nc(NCC3CCCO3)c3ccccc3n2)cc1 (configuration not stated)	14.3%	-1.9%	i	-9.1%	?	2.6%	?	-30.2%[inhibitor]	8.2
CC(C)(C)OC(=O)N/N=C/c1cc(N=Nc2ccccc2)ccc1O	.	1.2%	i	2.7%	2.2%	9.8%	-1.6%	-28.0%	?
COc1ccc(C(=O)N/N=C(\C)CC(=O)N2CCN(C=O)CC2)cc1	.	-3.9%	i	4.8%	13.8%	-16.6%	0.6%	i	-17.7
CC(=O)Nc1ccccc1NC(=O)C/C(C)=N/NC(=O)C1CCCCC1	-2.5%	-2.1%	i	-14.5%	-18.5%	-15.0%	4.4%	-12.8%	9.1
NNC(=O)c1ccc(-c2cccc([N+](=O)[O-])c2)o1	20.2%	-9.9%	i	-0.7%	17.1%	12.6%	8.1%	-17.5%	-22.5
O=C(NNC(=S)NCc1ccccc1)c1ccc(Br)o1	-9.7%	?	i	-48.2%	-15.7%	12.1%	-2.1%	-90.1%[inhibitor]	-16.5
Clc1cccc(CN2CCN(c3nc4nonc4nc3NC3CC3)CC2)c1	2.7%	3.9%	i	6.9%	?	18.5%	-1.0%	i	2.0

# (more compounds)
smiles	FUS suppressor	aSyn yeast inh	Akt phos inh	Abeta yeast res	GLP-1R inv ag	TDP-43 yeast inh	GLP1R ag	PTHR1 agonist	D3 antag
C#CCOCCOCCOCCNc1nc(N2CCN(C(=O)[C@H]([C@@H](C)CC)n3cc([C@@H](N)Cc4ccc(O)cc4)nn3)CC2)nc(N2CCN(C(=O)[C@H](Cc3ccc(O)cc3)n3cc([C@@H](N)CC(C)C)nn3)CC2)n1	?	-0.1%	i	1.1%	-4.2%	14.4%	-3.8%	-10.5%	-13.9
CS(=O)(=O)N1CCN(CC2CC3C=CC2C3)CC1 (configuration not stated)	12.2%	-5.7%	i	-22.6%	-0.1%	-12.4%	-1.6%	-10.7%	-28.2
O=C(CSc1nnc2ccc(-c3ccc(F)cc3)nn12)N1CCCC1	-3.3%	10.6%	i	4.9%	19.5%	5.8%	1.2%	i	16.3
Cc1noc(C)c1COc1ccc(C(=O)Nc2ncccc2O)cc1	28.3%	-0.9%	i	5.8%	39.0%[activator]	4.1%	0.0%	-19.4%	-0.4
O=C(Nc1ccc(N2CCN(C(=O)c3cccs3)CC2)cc1)c1ccco1	5.1%	2.2%	i	-10.2%	4.3%	1.5%	0.6%	-6.8%	1.9
O=C(OC(C(=O)NCc1ccco1)c1ccc(Cl)cc1)c1cccs1 (configuration not stated)	-13.6%	9.0%	i	?	?	16.2%	4.8%	i	5.6
c1ccc2c(c1)oc1c(Nc3ccc(CN4CCOCC4)cc3)ncnc12	-38.0%	3.4%	i	7.9%	?	13.8%	-26.1%	-35.1%[inhibitor][57.5 µM]	71.5
S=C(NCCc1ccccn1)NC1CCCCC1	.	-5.8%	i	0.0%	2.8%	6.8%	3.7%	-20.5%	17.6
Cc1cc(C(C)(C)C)cc(C)c1S(=O)(=O)N1CC(=O)Nc2ccccc21	?	-0.8%	i	-20.5%	?	14.0%	6.1%	-17.7%	-4.7
O=S(=O)(c1ccccc1)n1ccc2ccccc21	-5.9%	0.9%	i	18.7%	?	?	10.8%	-9.0%	-21.8
CCOc1ccc2oc(C(=O)O)c(C)c2c1	-15.5%	3.3%	i	7.6%	7.0%	-5.6%	-0.4%	i	-1.9
CC(C)N(C(=O)[C@H]1C[C@H](CC(=O)NC(C)(C)C)C(=O)N2CCc3c([nH]c4cc(-c5ccco5)ccc34)[C@]12C)C(C)C	?	6.3%	i	2.1%	?	?	1.0%	-16.7%	11.6
CCOC(=O)c1ccc(N2CCN(c3ccc(F)cc3)CC2)c(NC(=O)Nc2ccc(CC)cc2)c1	-0.9%	.	.	-2.8%	6.8%	-7.7%	.	?	.
O=C(CSc1nnnn1-c1cccnc1)Nc1ccc(OCc2ccccc2)cc1	21.1%	-0.9%	i	-30.5%	2.3%	-5.6%	7.7%	-1.3%[57.5 µM]	14.1
CCn1c(=O)n(CC)c2cc(N3CCCCC3)c(NC(=O)Nc3ccccc3Cl)cc21	7.2%	.	.	6.2%	?	16.7%	.	-24.1%	.
COc1ccc(N(CC(=O)Nc2ccc3c(c2)OCO3)S(=O)(=O)c2ccc(F)cc2)cc1	.	-3.9%	i	23.7%	?	-6.4%	1.1%	-0.4%	-2.5
O=C(C(c1ccccc1)c1ccccc1)N1CCC(c2nc(-c3ccccc3Cl)no2)CC1	33.5%	13.3%	i	13.7%	-69.1%	-11.3%	-3.7%	-80.7%[inhibitor]	-14.0
CCOC(=O)c1ccc(-c2ccc(C3Nc4ccccc4C(=O)N3O)o2)cc1 (configuration not stated)	?	?	i	-9.3%	-19.1%	-12.3%	-8.9%	-2.2%	-1.5
CN(CCC#N)S(=O)(=O)c1ccc2c(c1)c(=O)n(C)c(=O)n2C	19.3%	3.1%	i	10.3%	13.9%	4.0%	-4.8%	-8.7%[57.5 µM]	19.3
COc1ccc(C2C(C(=O)OCC(=O)NC(C)(C)C)CCC(=O)N2c2ccc(C)cc2)cc1OC (configuration not stated)	28.1%	-13.3%	i	-11.2%	-4.6%	-5.6%	9.2%	15.7%[57.5 µM]	-4.6

# (further entries)
smiles	FUS suppressor	aSyn yeast inh	Akt phos inh	Abeta yeast res	GLP-1R inv ag	TDP-43 yeast inh	GLP1R ag	PTHR1 agonist	D3 antag
CC(=O)N1CCSc2ccc(S(=O)(=O)NCc3ccccc3)cc21	5.7%	5.2%	i	5.3%	6.8%	0.8%	12.0%	-77.9%	7.7
COc1ccc(C2CCCN2C(=S)Nc2cccc(C)c2)cc1OC (configuration not stated)	17.9%	3.9%	i	11.8%	1.1%	20.0%	15.4%	-9.2%	-3.8
COc1ccc(OC)c(S(=O)(=O)NC2CCCCNC2=O)c1 (configuration not stated)	0.6%	-2.4%	i	-4.1%	23.9%	3.4%	-7.2%	i	4.3
CCN(C(=O)COC(=O)c1ccc([N+](=O)[O-])o1)C1CCCCC1	-27.2%	-0.9%	i	-18.2%	2.5%	28.4%	5.3%	-11.5%	5.3
COCC(=O)NCc1nc2ccccc2n1Cc1ccccc1F	22.8%	-4.6%	i	13.2%	-8.1%	0.0%	-8.2%	i	24.6
COc1cc(C#Cc2c(C=O)n(C)c3ccccc23)cc(OC)c1	-15.7%	-8.1%	i	-13.9%	-10.1%	11.3%	4.4%	-21.8%	81.3
CCc1cc(=O)[nH]c(SCC(=O)N2CCC(Cc3ccccc3)CC2)n1	6.7%	3.7%	i	-1.3%	10.9%	6.1%	-7.3%	-2.6%	-58.6*

# An excerpt. The share of hits here may be higher or lower than overall.
